# High-throughput results deposited in PubChem BioAssay by The Scripps Research Institute Molecular Screening Center.
# S1P3 antagonist: S1P3 (human) receptor antagonism; AID 485; Q99500; inhibition, % at 4.98 µM; CHO S1P3 NFAT-BLA reporter, FRET fluorescence, antagonist mode; actives 0.27% (n = 170,000);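 active means inhibition above the plate cutoff, the mean inhibition of test wells on that plate plus 3 SD, cut at about 28% in these data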;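 further: cells challenged with S1P at its EC80 of 0.8 µM; blue over green emission ratio from cleaved BLA substrate after 4 h stimulation; 0% = S1P-stimulated wells and 100% = unstimulated DMSO-only wells; some compounds past the cut are filed as inactive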
# Target sequence (Q99500 whole entry, looked up): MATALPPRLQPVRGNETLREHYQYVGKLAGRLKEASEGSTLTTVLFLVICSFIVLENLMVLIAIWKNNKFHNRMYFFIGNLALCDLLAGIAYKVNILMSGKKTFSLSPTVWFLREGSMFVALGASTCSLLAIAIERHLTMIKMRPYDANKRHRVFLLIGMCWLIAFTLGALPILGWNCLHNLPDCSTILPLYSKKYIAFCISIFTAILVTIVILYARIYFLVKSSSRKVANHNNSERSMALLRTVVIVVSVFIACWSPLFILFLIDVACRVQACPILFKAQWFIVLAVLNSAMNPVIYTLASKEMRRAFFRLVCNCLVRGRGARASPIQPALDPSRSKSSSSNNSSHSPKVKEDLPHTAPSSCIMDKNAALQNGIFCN
# An asterisk follows results filed as active.
SMILES,S1P3 antagonist
O=C(Nc1ccccc1)c1ncoc1-c1ccc(Cl)cc1,-5
O=C(c1ncc[nH]1)c1cccs1,-14
O=C(Cn1nc(-c2ccccc2)c2ccccc2c1=O)NN1CCOCC1,-2
S=c1c2c(nc3nc[nH]n13)CCC2,-16
Nc1c(C(=O)NCc2ccc3c(c2)OCO3)nnn1Cc1cccc(F)c1,-4
CSc1nc(C)c(Cc2c(F)cccc2Cl)c(=O)[nH]1,7
CCOC(=O)c1sc2nc(NC(=O)c3cccs3)sc2c1C,70*
CC(C)Cn1nc(NC(=O)c2cccs2)c2cc3ccccc3nc21,10
CCCOc1ccc(N2C(=O)CC(N(Cc3ccco3)C(=O)CCC(=O)O)C2=O)cc1 (stereo unspecified),-10
O=C(CN1C(=O)c2ccccc2S1(=O)=O)c1ccc2c(c1)OCCCO2,-2
O=[N+]([O-])c1cc2cccnc2c2ncccc12,3
CN(C(=O)c1cc2c(s1)-c1ccccc1S(=O)(=O)C2)c1ccccc1,1
O=C(COC(=O)c1ccc2ccccc2c1O)NCC(F)(F)F,-16
COc1ccc(CCCc2nnc(SCc3nc4ccccc4c(=O)[nH]3)n2C)c(C)c1,12
COCCN=c1scc(-c2ccc3c(c2)NC(=O)CO3)n1/N=C(\C)c1ccc(O)cc1,4
CCn1c(O)c(/C=N/N=C/c2ccc(OC)cc2)c2cc(C3=NNC(=O)CC3)ccc21,8
Nc1c2nc(-c3ccccc3)[nH]c(=O)c2nc(=O)n1-c1ccccc1,-11
O=C(NC1(O)C(=O)c2ccccc2C1=O)c1c(Cl)cccc1Cl,1
O=S(=O)(c1ccccc1)N1CCCC1c1cccs1 (stereo unspecified),1
COC(=O)c1cnc(NNS(=O)(=O)c2ccc(C(F)(F)F)cc2)nc1C(F)(F)F,3
COc1ccc(OC)c(C2C3=C(CCCC3=O)Nc3nc4ccccc4n32)c1 (stereo unspecified),16
O=C(O)c1ccc2c(c1)CCCN2,-3
Cc1ccc(-c2nnc(SCC(=O)N/N=C/c3ccccc3C(=O)O)n2-c2ccc(Cl)cc2)cc1,5
COc1ccc(C(=O)N[C@H](C(=O)Nc2ccc(S(=O)(=O)N3CCOCC3)cc2)C(C)C)cc1,0
COCCCNCCC(CCC(C)C)c1ccc2c(c1)OCO2 (stereo unspecified),-16
Cc1[nH]c2ccccc2c1/C=N/NC(=O)CNC(=O)c1ccco1,-1
C#CCSc1nc(C)cc(C(=O)OCC)c1C#N,-11
CC(C)(C)c1ccc(C(=O)NNc2ncccc2-n2cccc2)cc1,14
Cc1onc(-c2c(F)cccc2Cl)c1C(=O)N1CCSCC1,-7
CCN(CC)CCNC(=O)c1ccc2c(c1NCCO)C(=O)c1ccccc1C2=O,9
CC(=O)/C(C#N)=C1\NC(=O)C(Cc2cc(Cl)ccc2Cl)S1 (stereo unspecified),3
N#CCCN(Cc1ccncc1)C(=S)NC1CC2C=CC1C2 (stereo unspecified),4
CCOC(=O)c1nc(C)sc1-c1ccnn1S(=O)(=O)c1cccc(Cl)c1,-3
CN(C)S(=O)(=O)N(CC(=O)N1CCN(Cc2ccccc2)CC1)c1ccccc1,-3
CCOC(=O)C1(Cc2cccc(OC)c2)CCN(CC(O)CO)CC1 (stereo unspecified),7
O=C(C(c1ccccc1)c1ccccc1)N1CC[C@@]2(O)CCCC[C@H]2C1,-1
CC(C)(C)OC(=O)N[C@@H](Cc1ccccc1)c1nnc(SCC(N)=O)o1,1
CC(=O)Nc1ccc(S(=O)(=O)Nc2nc3cc4c(cc3nc2Cl)OCCO4)cc1,-1
Nc1nnn(CC(=O)N/N=C/c2ccc(O)cc2)n1,-23
Cn1c(CCN2CCOCC2)nc2cc(NS(=O)(=O)c3ccccc3)ccc21,10
O=c1c(C=NCC2CCCO2)c(-c2ccccc2)[nH]n1-c1ccc([N+](=O)[O-])cc1 (stereo unspecified),-2
Cc1nc(-c2nc(C(=O)NNS(C)(=O)=O)cs2)cs1,0
CN(C)/C=C/C(=O)c1ccccc1,-11
O=C1N/C(=N/N=C/c2ccccc2O)SC1Cc1ccc(F)cc1 (stereo unspecified),-11
CCCCN(CCCC)c1nc(-c2ccncc2)nc2ccccc12,-12
O=C1[C@@H]2CSCN2C(=O)CN1Cc1ccc(F)cc1,-7
CCc1cccc(CC)c1NC(=S)Nc1ccc2cn[nH]c2c1,-5
CCOC(=O)C(=CNc1ccc(Oc2cncc(Cl)c2)nc1)C(=O)OCC,-12
Cc1ccc(C)c(OCC(=O)O/N=C(\N)c2cccnc2)c1,-5
CCOC(=O)/C=C(\C)Sc1cc(O)c2ccccc2c1O,0

# Structures shown so far that have a CF3 group (2):
SMILES,S1P3 antagonist
O=C(COC(=O)c1ccc2ccccc2c1O)NCC(F)(F)F,-16
COC(=O)c1cnc(NNS(=O)(=O)c2ccc(C(F)(F)F)cc2)nc1C(F)(F)F,3

# The listing continues.
SMILES,S1P3 antagonist
Cc1cc(Cl)ccc1NNC(=O)CCc1ccccc1,12
COC1=C/C(=C/c2c(N)n3c(nc2=O)sc2cc(S(C)(=O)=O)ccc23)C=CC1=O,9
O=C(CN=C1NS(=O)(=O)c2ccccc21)OCC(=O)c1ccccc1,9
CCCCCCCCCCCCN1C(=O)CSC1c1cccnc1 (stereo unspecified),6
O=C(NCc1csc(-c2cccs2)n1)C1CC1,0
Cc1ccc(S(=O)(=O)NN)c(C)c1N1CCCC1=O,-15
O=C(N/N=C/c1cccc([N+](=O)[O-])c1)c1c[nH]c2ccccc12,13
Clc1cccc(Cl)c1CSc1nnc(-c2ccncc2)s1,4
COc1ccccc1Nc1nc(N)nc(CCl)n1,-1
Cc1onc(-c2ccccc2)c1-c1ccnn1S(=O)(=O)c1ccc(Cl)cc1,2

# Ordered by formula weight (highest first): part of the list above.
SMILES,S1P3 antagonist
CN(C)S(=O)(=O)N(CC(=O)N1CCN(Cc2ccccc2)CC1)c1ccccc1,-3
CC(C)(C)OC(=O)N[C@@H](Cc1ccccc1)c1nnc(SCC(N)=O)o1,1
CCCCCCCCCCCCN1C(=O)CSC1c1cccnc1 (stereo unspecified),6

# The list continues:
SMILES,S1P3 antagonist
CCOC(=O)Cc1csc(NC(=O)Nc2cccc(OC)c2)n1,3
COc1ccc(CCn2c(C3CCCCC3)nc3c(c(=O)c4ccccc4n3C)c2=O)cc1,2
Cc1ccc(NC2c3ccccc3C(=O)N2c2cccnc2)cc1 (stereo unspecified),-10
C/C(=N\NC(=O)Cn1nc(C)cc1C)c1ccc([N+](=O)[O-])cc1,-5
O=C(NC(=S)N1CCN(C/C=C/c2ccccc2)CC1)c1ccc(Cl)nc1,5
OCc1ncccc1O,-5
N/C(CCS(=O)(=O)c1ccc(Cl)cc1)=N\OC(=O)c1ccccc1C(F)(F)F,-9
Cc1nc(-c2ccc(S(=O)(=O)N3CCCN(CCc4ccccc4)CC3)s2)cs1,-10
O=[N+]([O-])c1ccccc1NC1CCN(Cc2ccccc2)CC1,3
O=C(NC1CCCCC1)Oc1ccccc1,-3
Cc1ccc(S(=O)(=O)Nn2cnnc2)cc1,10
O=C(N/N=C/c1ccc([N+](=O)[O-])o1)c1cc2ccccc2o1,8
CCC(CC)NC(=O)Cn1c(C(C)NC(C)=O)nc2ccccc21 (stereo unspecified),-3
CSc1nnc(SCC#N)s1,4
Cc1c(N2C(=O)C3C4C=CC(C4)C3C2=O)c(=O)n(-c2ccccc2)n1C (stereo unspecified),-9
CS(=O)(=O)c1[nH]nc(-c2ccccc2Cl)c1C#N,-4
c1ccc(-c2nnc(N3CCN(c4ccccc4)CC3)nc2-c2ccccc2)cc1,-5
S=c1[nH]nc(-c2cc(-c3ccccc3)n[nH]2)n1/N=C/C=C/c1ccccc1,-4
COc1ccc([C@@H]2OC2(C(N)=O)C(N)=O)cc1,3
O=C(COc1ccc(C2SCCS2)cc1)NNC(=O)C(Cl)Cl,4
NC(=O)N/N=C/CCc1ccccc1,9
Cc1ccc(C(=O)N/C(=C\c2ccco2)C(=O)NC2CCS(=O)(=O)C2)cc1 (stereo unspecified),10
CCOc1ccc(N/C(=N/c2nc(C)cc(C)n2)NC(=O)CC)cc1,-1
Cc1ccccc1C(=O)Nc1nc(SCc2ccc(Cl)cc2)n[nH]1,0
NS(=O)(=O)c1ccc(NC(=O)COC(=O)c2cc(Cl)ccc2[N+](=O)[O-])cc1,5
O=C(Cn1cccc(C(F)(F)F)c1=O)c1ccc(Cl)cc1,3
CN1CCN(C(=O)Nc2ccc([N+](=O)[O-])cc2)CC1,0
CCN1CNC(=S)N(c2cccc(C)c2)C1,-5
CCN(Cc1ccccc1)C(=O)c1cc(COc2c(F)cccc2F)on1,7
CCN(CC)CCN1CNC(=S)N(c2ccccc2OC)C1,-2

# Single entries from the list.
# S1P3 antagonist result of Clc1cccc(Cl)c1CSc1nnc(-c2ccncc2)s1 = 4
# S1P3 antagonist result of S=c1[nH]nc(-c2cc(-c3ccccc3)n[nH]2)n1/N=C/C=C/c1ccccc1 = -4
# S1P3 antagonist result of O=C1N/C(=N/N=C/c2ccccc2O)SC1Cc1ccc(F)cc1 (stereo unspecified) = -11
# S1P3 antagonist result of COc1ccccc1Nc1nc(N)nc(CCl)n1 = -1
# S1P3 antagonist result of CC(C)(C)c1ccc(C(=O)NNc2ncccc2-n2cccc2)cc1 = 14

# The listing continues.
SMILES,S1P3 antagonist
COc1ccc(-c2ocnc2C(=O)N2CCN(Cc3cccnc3)CC2)cc1,-3
COc1ccccc1C(=O)N=c1sc2c(C)ccc(OC)c2n1C,4
O=C(Nc1ccc(-c2nc3cccnc3s2)cc1)c1cccnc1Cl,-3
CC(C)COC(=O)n1c(=O)oc2ccc(S(=O)(=O)N3CCCCC3)cc21,-4
COc1ccc(-n2c(O)c(C=Nc3ccccc3)c3ccccc3c2=O)cc1OC,-17
NNC(=O)C(Cc1c[nH]c2ccccc12)NC(=O)c1ccccc1 (stereo unspecified),3
O=C(NCCc1ccc(Cl)cc1)c1ccc(CNc2c(N3CCOCC3)c(=O)c2=O)cc1,-6
CCCCc1c(C)nc2cc(-c3ccco3)[nH]n2c1=O,-1
COc1ccc2c(c1)c(C(=O)O)c(C)n2-c1ccccc1,1
CN1CCN(C(=O)c2cc(S(=O)(=O)Nc3ccccc3F)c(Cl)cc2Cl)CC1,0
c1ccc(-c2nn[nH]n2)cc1,3
COc1ccc(/C=N/NC(=O)Cc2n[nH]c(=O)[nH]c2=O)cc1,-12
O=C(Nc1cc(=O)[nH]c2nc(-c3ccccc3)nn12)c1ccc(Cl)cc1,1
CCOc1cccc(C2C(C#N)=C(N)Oc3cc(C)[nH]c(=O)c32)c1OCC (stereo unspecified),11
COc1ccc(Nc2nc(N)c([N+](=O)[O-])c(N3CCOCC3)n2)cc1,-3
Cc1cc(=O)[nH]c(N/N=C/c2ccc3c(c2)OCCO3)n1,13
Cc1[nH]c2ccccc2c1CC#N,-5
c1ccc(-c2ccc3c(c2)NCCN3)cc1,-1
O=C(Oc1cc(=O)oc2c1c(=O)n1c3c(cccc23)CC1)c1ccccc1,2
NC(=O)COc1ccccc1,-23
NC(=O)c1cc2cc(Cl)ccc2o/c1=N/NC(=O)c1cccs1,-9
O=C(O)c1ccccc1C(=O)Nc1ccc(-n2ccc(C(F)(F)F)n2)cc1,12
NNc1nc2sc3c(c2c(=O)n1-c1ccccc1)CCCC3,-8
CC(=O)COC(=O)C1CCN(S(=O)(=O)c2cc([N+](=O)[O-])ccc2Cl)CC1,-8
COc1ccc(CNC(=O)C2CCC(CNc3c(N4CCC(C)CC4)c(=O)c3=O)CC2)cc1 (stereo unspecified),-9
Cc1nnc(SCc2cc(=O)[nH]c(/N=C(\N)Nc3ccccc3)n2)s1,3
CCOC(=O)CNC(=O)c1ccc(SCC)cc1,1
CC1c2ccsc2CCN1C(=O)NC(=O)c1ccc(Cl)cc1 (stereo unspecified),-1
Cc1[nH]nc2c1C(CC(C)C)C(C#N)=C(N)O2 (stereo unspecified),-8
O=C(O)c1ccc(N/N=C/c2cc3cc4c(cc3nc2Cl)OCCO4)cc1,-6
COc1ccc(C(=O)N2CCc3c([nH]c4ccccc34)C2C(F)(F)F)cc1 (stereo unspecified),-5
CCc1nc(N2CCN(C(C)=O)CC2)c(C#N)c2c1COC(C)(C)C2,-10
Cn1nnc(NC(=S)NC(=O)c2cc3ccccc3o2)n1,-5
CCCC(C)NC(=O)COC(=O)c1cccc(NS(C)(=O)=O)c1 (stereo unspecified),-2
CCN(CC)S(=O)(=O)c1ccc(N=Nc2c(N)[nH]c(=O)[nH]c2=O)cc1,6
COCCCn1c(=O)cc(C)[nH]c1=S,-11
Cc1cc2c(cc1C)NC1=C(N2)OC(c2cccc(O)c2)C1=O (stereo unspecified),-9
COc1ccc(CCN2C(=NC(=O)C(C)C)SC3CS(=O)(=O)CC32)cc1 (stereo unspecified),-4
COc1ccc(C2=NN(CC(=O)Nc3ccccc3C)C(=O)CC2)cc1,-18
O=C1/C(=C/c2ccncc2)CCc2ccccc21,16

# The final four compounds of the section before open the next one.
SMILES,S1P3 antagonist
Cc1cc2c(cc1C)NC1=C(N2)OC(c2cccc(O)c2)C1=O (stereo unspecified),-9
COc1ccc(CCN2C(=NC(=O)C(C)C)SC3CS(=O)(=O)CC32)cc1 (stereo unspecified),-4
COc1ccc(C2=NN(CC(=O)Nc3ccccc3C)C(=O)CC2)cc1,-18
O=C1/C(=C/c2ccncc2)CCc2ccccc21,16
ONC(=Nc1ccccc1Cl)c1ccccc1Cl,2
O=C1CCC(=O)N1CCSC(=S)N1CCSCC1,3
COc1ccc2nc(C)cc(Sc3nc4ccccc4s3)c2c1,-4
COc1ccc(/C(C)=N\O)cc1OC,1
O=C(Nc1cnn(Cc2ccc(F)cc2)c1)c1cnn2c(C(F)F)cc(-c3ccccc3)nc12,-6
COc1ccc(C(=O)/C=C/NCc2ccc(F)cc2)cc1OC,1
CC(C)n1c(=S)[nH]c2cc(Cl)ccc21,4

# This is a subset, so the mix of outcomes need not match the whole.
